Screening results (PubChem BioAssay)
Giardia killer = Small Molecules that selectively kill Giardia lamblia: qHTS. 340,000 tested, 0.15% active. Giardia lamblia trophozoite viability. activity change, % at 7.66 µM, hits read low; in the data active = activity change below about -80%; inconclusive = between about -30% and that limit;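 also: parasites exposed to compound for two days anaerobically before the ATP read; % is scaled to controls: 0 for no effect and ±100 for the full control effect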
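Trophozoites 100 cells/well + cpd; 48 hrs, 37 deg C, anaerobic. ATPLite 1-Step added, 15-30 min RT, luminescence read (ATP-based viability).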
ELG1 genotox = qHTS screen for small molecules that induce genotoxicity in human embryonic kidney (HEK293T) cells expressing luciferase-tagged ELG1. AID 504466, 2011. 330,000 tested, 1.3% active. HEK293T ELG1-luciferase reporter, luminescence, 16 h. Potency, µM (titrated, usually from 46 µM), inactives show at the top dose activity change, positive = activation, most hits filed as activators; also: potency is read from the fitted curve at half-maximal effect; % of control where 0% means no effect; nearly all actives have a fitted effect of over 60% in size
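Reporter readout depends on ELG1 protein level, which increases with genetic stress. After 16 hr compound exposure at 37 °C, luciferase activity was quantified using ONE-Glo.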
Rab9 prom act = qHTS Assay for Rab9 Promoter Activators; Huh7 Rab9 promoter-luciferase reporter, luminescence, 24 h; Potency, µM (highest dose often 9.22 µM), inactives show top-dose activation, negative = inhibition, hits mostly activators; 320,000 tested, 2.8% active; AID 485297, 2010; also: potency is read from the fitted curve at half-maximal effect; % of control where 0% means no effect; nearly all actives have a fitted effect of over 60% in size
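Luminescence from Amplite-detected luciferase (10 minutes, ambient) reports Rab9 promoter activation. Before that, stable Rab9-luciferase Huh7 cells (1500/well, reduced-serum OP-MEM I plus 10% FBS) were exposed to compound for 24 hours at 37C.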
Gal4-VP16 FLuc = VP16 counterscreen qHTS for inhibitors of ROR gamma transcriptional activity; Drosophila S2 Gal4-VP16 UAS-luciferase, luminescence, 20 h; 310,000 tested, 3.5% active; Potency, µM (top dose mostly 53.6 µM), without a hit: at the highest dose activity, negative = inhibition, most hits filed as inhibitors;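 also: Gal4-VP16 expression switched on by copper sulfate through the metallothionein promoter; potency is read from the fitted curve at half-maximal effect; % is scaled to controls: 0 for no effect and ±100 for the full control effect; nearly all actives have a fitted effect of over 50% in size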
PKM2 act = qHTS Assay for Activators of Human Muscle isoform 2 Pyruvate Kinase | 260,000 tested, 0.34% active | purified PKM2, Kinase-Glo ATP luminescence, activation; response scale: 0% is enzyme alone, no compound | Pyruvate kinase PKM (Homo sapiens), P14618 | AID 1631, 2009 | Potency, µM (titrated, usually from 57.5 µM), for the others: top-dose activation, actives largely listed as activators; also: potency is read from the fitted curve at half-maximal effect; % is scaled to controls: 0 for no effect and ±100 for the full control effect; nearly all actives have a fitted effect of over 55% in size
Target sequence (P14618 whole entry, looked up, canonical isoform): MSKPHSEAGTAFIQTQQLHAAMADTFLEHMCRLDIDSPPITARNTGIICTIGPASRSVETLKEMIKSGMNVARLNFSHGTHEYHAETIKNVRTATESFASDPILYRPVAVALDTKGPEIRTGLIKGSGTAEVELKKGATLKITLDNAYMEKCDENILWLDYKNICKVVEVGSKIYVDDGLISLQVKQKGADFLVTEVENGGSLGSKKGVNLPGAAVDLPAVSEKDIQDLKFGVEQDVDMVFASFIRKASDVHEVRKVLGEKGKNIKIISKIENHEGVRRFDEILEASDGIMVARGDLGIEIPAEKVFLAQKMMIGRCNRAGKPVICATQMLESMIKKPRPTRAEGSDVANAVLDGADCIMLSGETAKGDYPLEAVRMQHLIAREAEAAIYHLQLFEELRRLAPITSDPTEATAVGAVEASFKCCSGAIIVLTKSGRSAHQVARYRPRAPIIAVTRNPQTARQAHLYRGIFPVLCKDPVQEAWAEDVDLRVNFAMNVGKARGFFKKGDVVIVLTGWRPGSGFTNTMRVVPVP
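Purified hPK-M2 (>95%) run at intermediate activity with 0.1 mM ADP and 0.5 mM PEP in 50 mM imidazole pH 7.2, KCl, MgCl2; 1 h room temperature. ATP formed read by Kinase-Glo luminescence; normalized to uninhibited and no-enzyme controls.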
NPC1 prom act = qHTS Assay for NPC1 Promoter Activators; Potency, µM (highest dose often 9.22 µM), inactives show at the top dose activation, usual class: activators; AID 485313, 2010; Huh7 NPC1 promoter luciferase reporter, 24 h; 320,000 tested, 2.4% active;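 also: potency is read from the fitted curve at half-maximal effect; % of control where 0% means no effect; nearly all actives have a fitted effect of over 60% in size; reporter is driven by a mutant NPC1 promoter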
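Stable NPC1-promoter luciferase Huh7 line; cpd (DMSO) 24 h, 37 °C, 5% CO2; Amplite luciferase reagent 10 min RT; luminescence readout. qHTS format.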
p53 reactivator = qHTS assay for re-activators of p53 using a Luc reporter | Potency, µM (top dose mostly 92.2 µM), inactives show at the top dose activity change, positive = activation, most hits filed as activators | 320,000 tested, 0.063% active | H1299 p53-A138V BP100-luciferase reporter, luminescence, 24 h; also: potency is read from the fitted curve at half-maximal effect; % of control where 0% means no effect; nearly all actives have a fitted effect of over 45% in size
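H1299 (p53-null), stable ts p53-A138V + BP100-Luc; 1000 cells/well, Opti-MEM/10% FBS; cpd 4 pt, 1:5; 24 h, 37 deg C, 5% CO2; detection reagent 10 min RT; luminescence.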
Menin MLL FP TR = qHTS Assay for Inhibitors Targeting the Menin-MLL Interaction in MLL Related Leukemias: Competition With Texas Red Labeled MLL-derived Mutant Peptide | Menin + Texas Red MLL mutant peptide, fluorescence polarization | Potency, µM (doses to about 61.6 µM), for the others: at the top dose FP activity change, negative = inhibition, most hits filed as inhibitors | 270,000 tested, 0.23% active; active = well fitted inhibition curve with a large enough effect in the polarisation, with a control signal flat, not every such curve was filed as active; inconclusive = small, poorly fitted or top-dose-only effect, or effect the other way, or a change in a side signal; inactive = no such curve, though single readings can be large or run the other way; the % refers to the polarisation; also: potency is read from the fitted curve at half-maximal effect; % of control where 0% means no effect; many of its hits are not listed in these tables
FLuc modulator = qHTS profiling assay for firefly luciferase inhibitor/activator using purifed enzyme and Km concentrations of substrates (counterscreen for miR-21 project); Luciferin 4-monooxygenase (Photinus pyralis), P08659; purified FLuc, Km substrates, luminescence inhibition; Potency, µM (series often up to 57.5 µM), for inactives: at the top dose activity change, negative = inhibition, actives largely listed as inhibitors; 360,000 tested, 6.9% active;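 also: potency is read from the fitted curve at half-maximal effect; plate controls were vehicle for no effect and reference inhibitor for full effect; nearly all actives have a fitted effect of over 55% in size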
Target sequence (P08659 whole entry, looked up): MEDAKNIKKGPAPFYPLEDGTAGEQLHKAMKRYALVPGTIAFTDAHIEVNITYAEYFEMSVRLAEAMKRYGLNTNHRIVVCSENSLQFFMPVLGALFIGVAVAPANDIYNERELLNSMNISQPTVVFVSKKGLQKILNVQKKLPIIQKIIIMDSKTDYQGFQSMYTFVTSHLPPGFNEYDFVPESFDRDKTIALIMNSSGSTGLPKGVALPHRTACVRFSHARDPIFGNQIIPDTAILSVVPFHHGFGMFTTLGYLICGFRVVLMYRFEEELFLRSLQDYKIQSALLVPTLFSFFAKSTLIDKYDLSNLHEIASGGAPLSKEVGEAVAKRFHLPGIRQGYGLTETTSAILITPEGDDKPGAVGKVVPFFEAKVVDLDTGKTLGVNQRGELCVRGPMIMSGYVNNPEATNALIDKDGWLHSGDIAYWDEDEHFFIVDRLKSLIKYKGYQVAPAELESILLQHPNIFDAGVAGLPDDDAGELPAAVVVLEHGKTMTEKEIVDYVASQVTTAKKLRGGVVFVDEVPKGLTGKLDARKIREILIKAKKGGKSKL
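Biochemical qHTS of compounds, final roughly 60 µM downward over six points, against 10 nM purified firefly luciferase using Km concentrations of substrates (10 uM D-luciferin, 10 uM ATP) in Tris acetate pH 7.5 buffer; luminescence output.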
BRCA1 expr act = qHTS Assay to Identify Small Molecule Activators of BRCA1 Expression | MCF7-BRCA1-FFLuc reporter, luminescence, 48 h; response scale: scaled: vehicle 0%, 10 µM genistein 100% | Potency, µM (top dose mostly 46.1 µM), for the others: at the highest dose activation, actives largely listed as activators | 380,000 tested, 1.1% active | AID 624202, 2012; also: potency is read from the fitted curve at half-maximal effect; nearly all actives have a fitted effect of over 80% in size; some results filed as inactive show a strong effect at the top dose
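First, MCF7-BRCA1-FFLuc cells (2000/well) attach for 2 h; next, compounds are pin-added and incubated 48 h at 37 °C; finally, luciferase reagent is added and luminescence read after 15 min.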
RORg inh = qHTS for inhibitors of ROR gamma transcriptional activity; Drosophila S2 Gal4-RORgamma UAS-luciferase reporter, 20 h; AID 2551, 2010; 310,000 tested, 5.4% active; Potency, µM (top dose mostly 53.6 µM), inactives show at the top dose activity change, negative = inhibition, usual class: inhibitors; Nuclear receptor ROR-gamma (Mus musculus), P51450; also: potency is read from the fitted curve at half-maximal effect; % is scaled to controls: 0 for no effect and ±100 for the full control effect; nearly all actives have a fitted effect of over 60% in size
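Luminescence from a UAS-regulated Photinus luciferase reporter in stably transfected Drosophila Schneider cells is measured; decreased signal marks ROR gamma inhibition. Fusion expression is induced by 700 uM copper sulfate for 20 hr.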
* marks the source's active call; other numbers are inactive results; ? = inconclusive; nt = not tested or not shown; & = joins results of further samples; [ ] = remark or other dose. Unless noted, calls follow the shape of the dose curve; as a rule, active = well fitted curve in the direction sought with a large enough effect; inconclusive = small, poorly fitted or top-dose-only effect, or another doubt; inactive = no such curve, though single readings can be large; an effect the other way counts as inactive or inconclusive. This is a subset. The share of hits here may be higher or lower than overall.

Below each compound: Giardia killer	Menin MLL FP TR	NPC1 prom act	Gal4-VP16 FLuc	FLuc modulator	BRCA1 expr act	ELG1 genotox	Rab9 prom act	PKM2 act	p53 reactivator	RORg inh
- O=C(c1ccc(-c2ccccc2Cl)o1)N1CCN(c2ccccc2O)CC1
  -10.0	nt	11.6%	nt	?	-45.0%	-0.7%	2.1%	nt	7.9%	nt
- C=CCC(=O)N1CCCC(CO)(Cc2ccc(F)cc2F)C1 (configuration not stated)
  0.4	?	-3.6%	-1.7%	2.0%	6.0%	-1.1%	4.3%	2.6%	2.3%	-14.4%[1.91 µM]
- COc1cc(/C=C2\CCn3c2nc2cc(C(=O)O)ccc2c3=O)ccc1OC(F)F
  4.7	-24.2%	4.7%	2.8%	0.2%	3.3%	11.2%	-4.1%	nt	-4.9%	7.0%
- CCCCN(C(=O)CC1CCCC1)c1c(N)n(CC(C)C)c(=O)[nH]c1=O
  20.3	nt	-0.5%	nt	-2.3%	-14.4%	-7.8%	-3.6%	nt	3.8%	nt
- COCCOC(=O)c1c(N)n(CCCN2CCOCC2)c2nc3ccccc3nc12
  2.3	nt	-1.5%	3.3%	2.5%	-8.7%	-10.8%	-1.4%	-1.4%	-1.2%	-22.8%
- Cc1ccc(S(=O)(=O)c2nc(C)c3c(n2)CCC3)cc1
  0.3	15.0%	8.4%	-4.8%[0.365 µM]	-1.3%	8.0%	0.2%	-7.2%	0.6%	3.8%	43.5%
- CSc1c(-c2ccccc2)nc2ccc(Cl)cc2c1C(=O)O
  -7.5	15.8%	-0.7%	3.3%	7.8%	-1.2%	-3.7%	0.2%	-0.5%	-1.3%	1.3%
- Cc1ccc(C)c(N2CCN(C(=O)CCS(=O)(=O)c3ccc4c(c3)oc(=O)n4C)CC2)c1
  5.6	nt	-0.3%	-2.8%	1.7%&-7.9%	-1.1%	-11.4%	-5.7%	nt	-4.6%	3.5%
- Cc1ccc(N(C)S(=O)(=O)c2ccc(-c3cc(C)no3)s2)cc1
  -17.6	53.1%[activator]	-34.7%[inhibitor]	-3.0%	5.6%	-14.8%	-5.6%	-14.8%	1.3%[0.46 µM]	5.9%	4.1%
- Cc1cc(C)cc(NS(=O)(=O)c2ccc(NC(=O)C3CCCCC3C(=O)O)cc2)c1 (configuration not stated)
  -1.1	8.8%	-3.8%	-3.1%	3.3%	0.7%	-0.5%	0.0%	6.1%	4.7%	24.3%
- NC(=O)c1cccc(N)c1
  nt	1.2%	1.9%[46.1 µM]	1.8%&-19.0%	nt	nt	nt	1.9%[46.1 µM]	nt	nt	-19.7%&-10.4%
- CN(C)c1ccc(C(=S)N2CCOCC2)cc1Br
  -22.7	8.5%	-1.4%	28.7%	-4.3%	-6.2%	-2.4%	-7.1%	-0.6%	0.4%	-38.9%
- Cc1ccnc2nc(C(=O)N3CCN(c4ccc(F)cc4)CC3)nn12
  2.8	10.3%	-2.5%	-11.2%	5.3%	7.8%	3.2%	2.0%	5.1%	-2.5%	2.4%
- CCN1/C(=C2/OC(=S)N(C)C2=O)Sc2ccccc21
  29.2	2.2%	-6.7%	-0.3%	-1.1%	-20.8%	-3.6%	4.5%	4.8%	14.1%	-28.3%
- Cc1cc2nc(-c3ccc(=O)[nH]c3)n(Cc3ccccc3)c2cc1C
  -2.8	?	-3.7%	0.0%	15.1µM*	-21.4%	?	11.2%	nt	2.0%	-14.2%
- Cc1nc2ccc(C(=O)O)cc2c2c1CC(CN)O2 (configuration not stated)
  2.2	1.3%	0.8%	-2.9%	1.9%	-7.0%	-0.3%	14.0%	5.3%[11.5 µM]	0.0%	-9.2%
- O=C(Nc1nc2ccccc2[nH]1)C1CC(=O)N(c2ccc3c(c2)OCCO3)C1 (configuration not stated)
  13.0	-1.1%	7.5%	-0.2%	?	0.9%	-1.9%	-7.7%	4.3%	-2.9%	-12.5%[10 µM]
- COC(=O)C1CCN(C(=O)CN2C(=O)c3ccccc3S2(=O)=O)CC1
  7.9	nt	23.8%	nt	-13.1%	27.4%	11.0%	?	nt	26.3%	nt
- O=C(CCc1nnc(Cc2ccc3c(c2)OCO3)o1)NCCc1ccccc1Cl
  -18.1	nt	-0.5%	1.2%	-1.2%	3.9%	-0.4%	-4.5%	nt	-4.3%	8.9%
- O=C(NCc1ccccn1)c1ccc2c(c1)N(Cc1ccccc1)CCS2
  5.2	nt	2.3%	-0.6%	-11.7%	-0.8%	-8.0%	-0.8%	2.7%	-4.2%	8.3%
- Cn1c(=O)[nH]c(=O)c2c1nc(N1CCOCC1)n2CC(O)COc1ccc2ccccc2c1 (configuration not stated)
  -15.2	-8.3%	-2.8%	-1.1%[0.365 µM]	2.0%	-36.0%	-11.5%	2.4%	-7.0%	-12.5%	3.6%
- c1nnnn1C12CC3CC(CC(C3)C1)C2
  -20.8	nt	0.4%	-6.1%	-1.6%	-13.5%	2.8%	-3.9%	-14.1%	5.0%	4.8%
- Cc1ccccc1N1C(=O)c2cccc3cccc(c23)C1=O
  -8.6	8.3%	1.8%	-7.6%	-1.2%	-10.9%	3.1%	-0.8%	-3.9%[11.5 µM]	nt	30.5%
- COCCNC(=S)N/N=C(\C)c1ccccc1OC
  12.0	-3.7%	6.4%	6.31µM*	5.2%	0.7%	-0.7%	-0.9%	0.4%	17.0%	2.51µM*
- CCCCn1c(=O)[nH]c(=O)c2c1nc(-c1ccc(CC)c([N+](=O)[O-])c1)n2C
  nt	0.2%	-2.0%	1.3%	1.3%	nt	?	0.1%	-4.4%	0.3%	34.5%
- CCOc1ccccc1NC(=O)Nc1cccc(C(C)=O)c1
  -9.9	28.6%	-1.9%	24.6%	23.9µM*	8.9%	13.7%	6.9%	0.4%	-4.3%	?
- Cc1c(-c2nc3ccccc3[nH]2)cnn1C
  2.8	nt	2.7%	nt	?	50.6%	5.9%	-5.1%	nt	?	nt
- NS(=O)(=O)c1ccc2nc(NC(=O)Nc3ccc(F)cc3)sc2c1
  10.9	?	?	4.7%	?	76.6%	24.7%	?	5.8%	?	17.4%
- CC(NC(=O)c1cccs1)c1nnc(SCc2ccc(Cl)cc2Cl)n1C (configuration not stated)
  5.7	-3.8%	-2.4%	1.4%	0.0%	-21.9%	-1.0%	-0.1%	10.2%	-0.2%	26.7%
- COc1ccc(C(C)C)cc1S(=O)(=O)N1CCC(C(=O)N2CCN(C)CC2)CC1
  24.2	3.1%	2.6%	nt	0.7%	22.1%	5.0%	-1.9%	-2.7%	nt	nt
- O=c1c2nnn(Cc3ccccc3)c2ncn1C/C=C/c1ccccc1
  -2.0	1.5%	1.2%	24.5%	3.9%	0.3%	-8.2%	-0.4%	6.7%	0.4%	31.9%
- O=C(C1CCN(S(=O)(=O)c2ccccc2)CC1)N1CCN(c2ccccc2)CC1
  11.2	-13.0%	-4.1%	?	2.0%	1.8%	-8.2%	-5.5%	-0.6%	-9.3%	-18.2%
- COc1ccc(C2c3c(-c4ccccc4O)n[nH]c3C(=O)N2Cc2ccco2)cc1 (configuration not stated)
  -8.6	nt	2.2%	-3.4%	-0.2%&-16.8%	-18.6%	-1.4%	-3.6%	5.8%	-3.2%	-21.5%
- CC(C)Sc1ccc([N+](=O)[O-])cc1C(=O)Nc1ccncc1
  -14.7	nt	1.8%	-10.0%	1.9%	32.3%	1.6%	-3.3%	28.0%	9.7%	3.7%
- COc1ccc(S(=O)(=O)N2CCN(C(=O)c3cccs3)CC2)cc1OC
  6.0	-3.6%	-1.9%	-4.6%	4.0%	-25.9%	-3.4%	-4.4%	9.7%	-1.1%	6.1%[10 µM]
- O=C1c2ccccc2C(=O)N1CCC#Cc1ccc2cc(C3(O)CCCCC3)oc(=O)c2c1
  16.2	nt	-2.7%	nt	1.4%	-1.1%	0.7%	-4.7%	nt	-13.7%	nt
- Cc1c(C)c2ccc(OCC(=O)Nc3ccc(N4CCC(C)CC4)cc3)cc2oc1=O
  -2.0	nt	-10.2%	-5.4%	1.2%	0.0%	-2.1%	-11.8%	nt	-4.1%	-24.2%
